Screening data from PubChem BioAssay.
DAGLB inh: diacylglycerol lipase beta (human) inhibition. inhibition, % at 5.17 µM. actives 0.059% (n = 340,000). AID 504411. HEK293T DAGLB membrane lysate, EnzChek fluorogenic substrate. Q8NCG7; in the data active means inhibition above about 34%;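 further: 0% = enzyme with vehicle and 100% = wells lacking enzyme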
C-LANA FP: KSHV C-LANA DNA binding inhibition | actives 0.078% (n = 340,000) | MBP-C-LANA/FAM-LBS DNA binding, fluorescence polarization | inhibition, % at 9 µM;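 active means highest replicate inhibition at or above 60% at 9 µM, even if other replicates fall short; inactive means all replicates below 60% inhibition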;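 further: 0% = neutral control wells and 100% = 4 µM acridine orange control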
PKA-R2B act: activates the human PKA-R2B holoenzyme complex; P22694+P31323; PKA-R2B holoenzyme dissociation, Cy5-IP20 fluorescence polarization; R2B truncated from residue 108, S112A mutant; 0% DMSO only, 100% 113 µM cGMP; activation, % at 11.4 µM; actives 0.079% (n = 340,000); AID 504700;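 active means activation above a cutoff set at the mean over all compounds plus 3 SD, cut at about 18% in these data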;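 further: higher means more holoenzyme dissociation and a rise in polarization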
Target sequence (P31323 whole entry, looked up, other chains not shown, the tested form may be a part): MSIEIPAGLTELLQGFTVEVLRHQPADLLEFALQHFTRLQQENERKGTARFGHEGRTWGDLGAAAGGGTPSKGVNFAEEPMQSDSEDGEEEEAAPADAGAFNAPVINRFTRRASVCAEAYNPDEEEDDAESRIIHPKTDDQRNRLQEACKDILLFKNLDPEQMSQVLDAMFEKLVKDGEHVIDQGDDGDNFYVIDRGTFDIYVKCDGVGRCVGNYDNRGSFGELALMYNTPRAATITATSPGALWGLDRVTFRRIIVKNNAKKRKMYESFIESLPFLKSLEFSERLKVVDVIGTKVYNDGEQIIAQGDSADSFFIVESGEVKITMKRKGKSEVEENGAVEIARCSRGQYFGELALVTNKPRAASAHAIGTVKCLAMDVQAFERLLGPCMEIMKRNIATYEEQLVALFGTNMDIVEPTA
Rtt109 Vps75: C. albicans Rtt109 histone acetyltransferase inhibition; Q5AAJ8; purified Rtt109/Vps75, ThioGlo CoA-SH fluorescence, 4 h; inhibition, % at 34.9 µM; actives 0.16% (n = 330,000); AID 540336;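 active means inhibition of at least 50% in every replicate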
Target sequence (Q5AAJ8 whole entry, looked up): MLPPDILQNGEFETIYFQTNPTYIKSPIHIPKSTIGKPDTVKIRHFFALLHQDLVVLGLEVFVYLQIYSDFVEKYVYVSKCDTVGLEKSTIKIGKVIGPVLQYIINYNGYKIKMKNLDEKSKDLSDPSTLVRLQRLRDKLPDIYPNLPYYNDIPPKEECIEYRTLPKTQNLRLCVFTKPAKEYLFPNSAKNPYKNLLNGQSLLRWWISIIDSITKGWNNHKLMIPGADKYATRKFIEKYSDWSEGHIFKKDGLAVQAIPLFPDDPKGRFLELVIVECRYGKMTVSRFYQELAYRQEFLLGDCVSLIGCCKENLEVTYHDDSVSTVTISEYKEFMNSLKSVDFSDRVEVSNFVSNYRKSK
SR-BI DiI-HDL act: enhances SR-BI lipid uptake from DiI-HDL; CHO ldlA[mSR-BI] cells, DiI-HDL uptake fluorescence, 3 h; 100 = double the neutral-control signal; activation, % at 12.5 µM; actives 0.096% (n = 320,000); AID 504775;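 active means mean replicate activation of at least 60% and every replicate at or above 60%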;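 further: 0% = median plate neutral-control signal and 100% = twice that signal; values of inactives mirror those of a sister screen read the other way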
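material = CHO ldlA[mSR-BI] cells | medium = Ham's F12 with 0.5% BSA, HEPES 25 mM, pH 7.4 | reagent = fluorescent DiI-HDL, 10 µg/mL final | compound dosing = single-point compound dose | incubation = 3 h, 37 °C | measured by = bottom-read fluorescence, 550/595 nm | measure = HDL uptake via cellular fluorescence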
RTF Ca sens inh: cardiac RTF calcium desensitization; actives 0.12% (n = 340,000); P19429+P45379; IANBD-labeled cardiac RTF, Ca2+ fluorescence; inhibition, % at 7.15 µM;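 active means inhibition above the mean inhibition of all tested compounds plus 3 SD, cut at about 17% in these data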;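 further: assay run at fixed EC70 calcium of 1.6 mM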
RTF Ca sens act: increases calcium sensitivity of human cardiac regulated thin filaments; P19429+P45379; activation, % at 7.2 µM; actives 0.24% (n = 340,000); IANBD-labeled TnC RTF fluorescence at EC20 calcium; 0% EC20 calcium, 100% full calcium;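 active means activation above the mean over all tested compounds plus 3 SD, cut at about 30% in these data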;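 further: rise in fluorescence read as greater calcium sensitivity of cardiac thin filaments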
CAL PDZ FP-1: blocks peptide binding to the human CAL PDZ domain. Q9HD26. purified CAL PDZ, TMR-peptide fluorescence polarization, 1 h. inhibition, % at 24.9 µM. actives 0.92% (n = 300,000). AID 602252;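 active means mean inhibition of at least 30% with at least half of replicates also reaching 30%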;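 further: 0% = DMSO neutral control and 100% = excess unlabeled competitor peptide PRC23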
Keap1 Nrf2 FP: inhibitors of human Keap1-Nrf2 protein-protein interaction; Q14145; actives 0.15% (n = 340,000); Keap1 Kelch-Nrf2 peptide fluorescence polarization, 1536-well; inhibition, % at 9.4 µM; in the data active means inhibition above about 12%;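 further: human Keap1 Kelch domain with fluorescein labeled Nrf2 9mer peptide probe; 0% = neutral control wells and 100% = peptide positive control; higher means more block of Keap1 binding to Nrf2 peptide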
CAL PDZ FP-2: human CAL PDZ-peptide interaction inhibition; AID 504414; purified CAL PDZ, TMR-peptide fluorescence polarization, 1 h; actives 0.02% (n = 330,000); inhibition, % at 20 µM;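 active means highest replicate inhibition of at least 40%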;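 further: plate controls were DMSO neutral control wells for no effect and unlabeled competitor peptide control wells for full effect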
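Test system: purified CerCALP PDZ construct; Compound dosing: one concentration, 20 µM compound; Also added: TMR-labelled reporter peptide T*-PRC34 bound in PDZ groove; Read-out: inhibition from polarization loss; Controls: unlabelled peptide and DMSO controls; Signal: FP readout, S and P plane fluorescence; Incubation: 1 h at RT.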
An asterisk follows results filed as active; . = no result given.

SMILES | DAGLB inh | C-LANA FP | PKA-R2B act | Rtt109 Vps75 | SR-BI DiI-HDL act | RTF Ca sens inh | RTF Ca sens act | CAL PDZ FP-1 | Keap1 Nrf2 FP | CAL PDZ FP-2
C[C@@H]1CN([C@@H](C)CO)C(=O)c2cc(NC(=O)CCN3CCOCC3)ccc2O[C@@H]1CN(C)C(=O)Nc1ccccc1 | -1 | 1.7 | 3 | 2 | 18 | -3 | -5 | 0 | -3 | 0.2
O=C(CSCc1c(Cl)cccc1Cl)Nc1ccc2c(c1)OCO2 | -15 | 0.4 | -2 | -17 | 0 | 4 | 0 | 3 | -4 | -2.0
COc1cc(NC(=O)CN(c2ccc(C)cc2)S(=O)(=O)c2c(C)nn(C)c2C)cc(OC)c1 | 1 | -0.9 | 4 | 14 | -7 | -10 | 4 | -1 | 2 | 0.0
Cn1c(/C(C#N)=C/c2ccncc2)nc2ccccc21 | -1 | 4.1 | -3 | . | -25 | -9 | -1 | -2 | -5 | -2.0
Cc1cc(C(=O)CSCCCn2c(=O)[nH]c3ccccc32)c(C)n1C | -1 | 1.7 | -6 | 20 | -3 | -10 | 4 | -5 | 2 | .
O=C(NCC(c1ccc(F)cc1)N1CCOCC1)c1cccnc1Sc1ccccc1Cl (stereo unspecified) | -4 | 2.6 | 11 | -1 | 1 | -3 | -2 | 3 | 3 | -0.7
O=C(NCC(=O)N1CCN(C/C=C/c2ccccc2)CC1)c1ccc(Br)cc1 | -1 | -0.5 | -7 | -5 | -52 | -13 | 0 | 5 | 0 | -1.4
CCOC(=O)N1CCN(C(=O)Cn2nc(C)n3nc(-c4ccc(CC)cc4)cc3c2=O)CC1 | -2 | 0.4 | 1 | 23 | -41 | -4 | 4 | 2 | 0 | -2.2
CC(=O)Nc1cccc(C(=O)N2CCC(n3nccc3NC(=O)CC(C)C)CC2)c1 | -1 | 1.3 | -5 | -4 | -10 | 1 | -3 | -1 | -1 | -1.4
CC1=C(C(=O)Nc2ccccc2)C(c2ccncc2)n2nnnc2N1 (stereo unspecified) | 0 | -1.5 | -4 | 4 | 16 | 3 | -3 | 0 | 7 | 0.5
Cc1ccc(CNC(=O)CNC(=S)N(Cc2ccccc2)Cc2ccccc2F)cc1 | -3 | 2.1 | -7 | -1 | 3 | 3 | 5 | 0 | 4 | -0.9
COc1cccc(NC(=O)CN2C(=O)COc3ccc(C)cc32)c1 | -1 | -1.2 | -11 | 3 | 2 | -3 | -9 | 4 | -3 | -0.8
CCOc1ccccc1C(=O)N(C)Cc1cc2cc(OC)ccc2[nH]c1=O | 0 | 2.0 | 2 | 3 | 15 | -7 | 6 | -4 | 2 | -0.8
CCCOc1ccc(C(=O)CCN2CCN(C(=O)OCC)CC2)cc1 | 0 | 1.9 | 11 | 9 | 27 | -3 | 6 | . | -36 | -0.3
C=CC(=O)N=c1sc2ccccc2n1-c1ccccc1 | 1 | 1.6 | 4 | 2 | 17 | -8 | 1 | -3 | -10 | -2.5
CC(c1n[nH]c(=S)n1-c1ccccc1)N1CCCCC1 (stereo unspecified) | . | 3.2 | . | 11 | 12 | . | . | -1 | -7 | -1.2
Cc1ccc(NC(=O)CN(C)C(=O)c2ccc(NS(=O)(=O)c3cccc([N+](=O)[O-])c3)cc2)cc1 | 2 | -1.5 | -6 | 13 | 1 | -11 | 1 | . | 2 | -1.6
COc1cc(C(N)=O)cc(Cl)c1OC | -1 | 0.5 | 0 | 15 | 6 | 3 | 1 | -3 | 1 | -1.8
COc1ccc(-c2ccc3c(c2)S(=O)(=O)c2cccc(C(=O)O)c2C3=O)cc1OC | -1 | 8.4 | 0 | 2 | 12 | 1 | -10 | -1 | 7 | 0.0
COC(=O)c1c(NC(=O)C2C3CCC(O3)C2C(=O)O)sc2c1CCCCCC2 (stereo unspecified) | 5 | -2.2 | -4 | 29 | -19 | -2 | 0 | . | -1 | -1.1
Cc1ccc(Nc2nnc(SCC(=O)c3ccc(Br)s3)s2)c(C)c1 | 0 | -0.3 | -13 | -3 | 16 | -2 | 8 | -3 | 1 | -0.4
Cc1ccc(S(=O)(=O)Nc2cccc3c2CCCC3)cc1 | -1 | -0.1 | -8 | 0 | 7 | 6 | 0 | -3 | 2 | -2.3
COc1ccccc1/C=N/NC(=O)c1sc(C)nc1C | 0 | 0.1 | -10 | 1 | -32 | -2 | 5 | -2 | 3 | -1.5
N#Cc1nc(-c2cccs2)oc1N1CCN(c2ccccc2)CC1 | -9 | -0.3 | -11 | 8 | 42 | -3 | -2 | . | -4 | -2.3
Cc1ccc(S(=O)(=O)Nc2ccccc2N2CCOCC2)cc1 | -1 | -0.9 | 3 | -7 | 4 | 9 | -3 | -3 | -7 | -0.4

5 compounds from above, limited to PKA-R2B act:
SMILES	PKA-R2B act
COc1ccc(-c2ccc3c(c2)S(=O)(=O)c2cccc(C(=O)O)c2C3=O)cc1OC	0
COC(=O)c1c(NC(=O)C2C3CCC(O3)C2C(=O)O)sc2c1CCCCCC2 (stereo unspecified)	-4
Cc1ccc(Nc2nnc(SCC(=O)c3ccc(Br)s3)s2)c(C)c1	-13
Cc1ccc(S(=O)(=O)Nc2cccc3c2CCCC3)cc1	-8
COc1ccccc1/C=N/NC(=O)c1sc(C)nc1C	-10

Further results follow.
SMILES | DAGLB inh | C-LANA FP | PKA-R2B act | Rtt109 Vps75 | SR-BI DiI-HDL act | RTF Ca sens inh | RTF Ca sens act | CAL PDZ FP-1 | Keap1 Nrf2 FP | CAL PDZ FP-2
COCCn1c(SCC(=O)Nc2cccc(S(N)(=O)=O)c2)nc2cc(Cl)ccc2c1=O | 0 | 0.3 | 11 | 0 | -39 | -4 | -3 | -3 | -1 | -3.7
CC(C)Sc1nc(N2CCCC2)c2c(c1C#N)CC(C)(C)OC2 | -8 | -1.1 | -16 | 6 | -55 | 6 | 0 | -4 | 5 | .
COc1ccc(CNC(=O)C2CCN(c3nc(-c4ccccc4)nc4c3CCC4)CC2)cc1 | -1 | -1.9 | -7 | -5 | -68 | -2 | -1 | 0 | -5 | -2.5
CCOc1ccccc1NC(=O)C1C2C=CC(C2)C1C(=O)O (stereo unspecified) | 1 | -0.2 | -6 | 8 | -4 | -5 | -4 | -3 | -3 | 0.1
CCS(=O)(=O)N1CCC(C(=O)NCCc2ccc(OC)c(OC)c2)CC1 | 0 | 0.5 | 3 | -8 | -9 | -9 | 8 | 1 | -1 | -2.6
Cc1ccc(-n2nnnc2SCC(=O)NC(=O)Nc2ccc3c(c2)OCCO3)cc1 | -5 | 0.6 | 4 | 0 | 17 | -7 | 1 | -4 | -2 | 0.1
CCc1nnc(NC(=O)C2CCCN(c3nc(C)cc(C)n3)C2)s1 (stereo unspecified) | 2 | -1.5 | -2 | -3 | 15 | 2 | 1 | . | 1 | -1.7
CC12CCC(=O)N1C(C(=O)Nc1ccccc1N1CCCC1)CS2 (stereo unspecified) | 0 | -0.2 | -9 | 3 | 9 | 6 | 2 | . | -2 | 0.4
Cc1nc2ccc(C(=O)N3CCN(c4ccccc4)CC3)cc2s1 | 0 | 0.3 | -6 | -6 | 0 | 4 | 8 | -2 | 1 | -2.4
Cn1cc(C(=O)NC2CCCCC2)c(=O)c2cc(S(=O)(=O)N3CCCC3)ccc21 | -2 | 1.3 | 2 | -7 | -6 | -4 | 5 | -7 | -7 | -1.5
CCOc1cc(/C=C2\C(=O)N(c3ccc(C(N)=O)cc3)N=C2C)ccc1OC(=O)c1cccs1 | 3 | -0.4 | 2 | -3 | -1 | 5 | 3 | 0 | -4 | -1.1
CC(Sc1nnc(C2CC2)n1C1CC1)C(=O)NCc1cccs1 (stereo unspecified) | 1 | 1.9 | -7 | 10 | 13 | -17 | 0 | . | 0 | 0.6
Cc1cc(F)ccc1S(=O)(=O)N1CCCOC1CNC(=O)C(=O)NCC(C)C (stereo unspecified) | -1 | -0.9 | -6 | 6 | . | -1 | 1 | -8 | -4 | -0.5
Cc1ccn2c(=O)nc(SCC(=O)NCc3ccc4c(c3)OCO4)nc2c1 | 2 | -0.3 | 4 | -4 | 8 | -11 | 4 | -2 | -7 | -0.3
CSCCC(Nc1ncnc2ccc(Br)cc12)C(=O)O (stereo unspecified) | 0 | 1.0 | 7 | -10 | 16 | -4 | 1 | -1 | -3 | -1.4
Nc1ccc(S(=O)(=O)Nc2nccc(/C=C/c3ccc(Br)s3)n2)cc1 | 5 | -1.0 | 0 | 1 | 9 | 2 | 4 | -1 | -4 | .
Cc1ccccc1OCCNC(=O)CNC(=O)c1ccccc1O | -4 | 0.6 | -3 | -13 | 12 | -5 | -1 | . | -6 | 0.4
c1ccc2c3n(nc2c1)CCCO3 | -1 | 0.0 | -8 | -6 | 8 | -7 | -1 | -1 | 1 | -0.2
CO/N=C/CC(=O)c1cnc(-c2ccc(Cl)cc2)s1 | 0 | -0.5 | 0 | -4 | -31 | 2 | -7 | -1 | 1 | -0.9
COc1cc(CC(NC(C)=O)C(=O)NC2CCN(C(=O)Nc3ccccc3C)CC2)cc(OC)c1 (stereo unspecified) | -1 | 1.7 | 2 | 2 | 1 | -19 | -1 | 0 | -4 | -2.1
CC(C)n1c(SC2CCOC2=O)nc2ccccc21 (stereo unspecified) | -1 | 0.8 | 4 | -2 | 1 | -6 | 6 | 1 | 4 | .
COc1cc(NC(=O)COn2nnc3ccc(S(C)(=O)=O)cc32)cc(OC)c1 | 0 | . | -2 | -1 | -14 | -6 | -4 | -8 | -1 | -6.9
CCOC(=O)N1CCN(CC(O)COc2ccc(C)c(C)c2)CC1 (stereo unspecified) | -9 | -2.2 | 1 | 1 | 6 | -1 | -2 | 7 | -1 | 1.2
O=c1cc(-c2ccccc2)[nH]c2ccccc12 | -2 | -0.5 | 12 | -4 | 2 | -1 | -9 | 0 | 4 | 0.0
CCOC(=O)/C=C1/SCC(=O)N1CC(=O)Nc1ccccc1OC(F)F | -2 | 1.0 | 0 | -10 | 8 | -6 | 3 | -4 | -11 | -0.6
CC(=O)c1ccccc1NC(=O)CN1C(=O)CS/C1=C\c1nc(-c2ccc(C)cc2)cs1 | 2 | 2.9 | -8 | -4 | -21 | -6 | -2 | -2 | -3 | 0.3
COc1ccc(/C=N/NC(=O)c2cccc([N+](=O)[O-])c2)c2ccccc12 | -3 | 0.0 | -2 | -5 | -75 | -9 | -2 | -2 | 4 | -0.4
Cc1ccc(NC(=O)CN(C)C(=O)Cn2nnc(-c3ccccc3C)n2)cc1 | -3 | 5.1 | 5 | 4 | -13 | -2 | -7 | . | 6 | -0.7
